Assay outcomes deposited in PubChem by several laboratories.
Rpn11 block = Rpn11 (PSMD14) deubiquitinase inhibitors, primary screen, biochemical, fluorescence polarization, uHTS; 26S proteasome non-ATPase regulatory subunit 14 (Homo sapiens), O00487; human 26S proteasome, Ub4-pepOG fluorescence polarization; 20S core pre-blocked with epoxomicin; calls only at 20 µM; 0.59% of 360,000 active;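 active means inhibition at 20 µM, scaled to each plate's controls, above about 33%, limit read from the data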
CSN inh = inhibitors of CSN-mediated cullin deneddylation, primary screen, biochemical, fluorescence polarization, uHTS; Purified CSN, SCF-Nedd8-OG deneddylation; inhibition, % at 12.5 µM; 0.38% of 360,000 active; AID 651999, 2013;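 active means pattern-corrected inhibition above about 35%, with an unprinted fluorescence ratio check between 0.5 and 1.5, limit read from the data, passing the limit was not always enough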;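 further: 0% = enzyme with substrate and 100% = substrate without enzyme; some results filed as inactive read as strong as hits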
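assay system = purified human Csn5 enzyme expressed in HEK293T cells | amount = 0.24 nM enzyme | buffer or medium = Tris/NaCl/DTT buffer, pH 7.5 | reagent = 10 nM SCFSkp2-Nedd8OG | compound = one concentration, 12.5 µM, 0.25% DMSO | times = 90 min reaction at room temperature | signal = FP | read-out basis = % inhibition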
LMPTP inh = LMPTP phosphatase inhibitors, primary screen, biochemical, fluorescence intensity, uHTS. AID 651560, 2012. Low molecular weight phosphotyrosine protein phosphatase (Homo sapiens), P24666. inhibition, % at 20 µM. 0.22% of 360,000 active. recombinant LMPTP-A, OMFP fluorogenic substrate;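 active means compounds that cut the enzyme signal by at least half of the control window in the single-dose screen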;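 further: plate controls were DMSO wells with enzyme plus substrate for no effect and substrate without enzyme for full effect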
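Test system: LMPTP-A phosphatase enzyme; input: 0.625 nM LMPTP-A final; reagent: OMFP substrate, 400 µM final; compound dosing: 20 µM single dose, 3% DMSO; incubation: 50 min dark incubation at room temperature; measured by: endpoint fluorescence intensity from OMFP dephosphorylation; measure: % inhibition relative to no-enzyme and uninhibited control wells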
NadD inh = inhibitors of S. aureus NadD, primary screen, biochemical, colorimetric, uHTS. Nicotinate-nucleotide adenylyltransferase NadD (Staphylococcus aureus N315). purified NadD enzyme, colorimetric absorbance read-out. inhibition, % at 20 µM. 0.78% of 360,000 active. AID 602399, 2012; in the data active means inhibition above about 26%; further: some compounds past the cut are filed as inactive
SUMO1 PPI mod = modulators of SUMO1 protein-protein interactions, primary screen, biochemical, uHTS; inhibition, % at 20 µM; SUMO1 binding to a labelled peptide, TR-FRET, 1 h; 0.33% of 360,000 active; Small ubiquitin-related modifier 1 (Homo sapiens), P63165; in the data active means inhibition above about 37%
MsrA inh = bovine MsrA enzyme inhibitors, primary screen, biochemical, absorbance, HTS. 0.75% of 360,000 active. AID 651718, 2012. inhibition, % at 15.5 µM. purified bovine MsrA, absorbance read-out; in the data active means inhibition above about 4.5%;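 further: 0% = vehicle wells with enzyme and 100% = reference inhibitor wells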
Scp1 inh = Scp-1 phosphatase inhibitors, primary screen, biochemical, colorimetric, uHTS | Carboxy-terminal domain RNA polymerase II polypeptide A small phosphatase 1 (Homo … | 0.88% of 340,000 active | AID 493091, 2011 | Recombinant Scp1, phosphopeptide, malachite green phosphate absorbance | inhibition, % at 20 µM;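 active means inhibition above about 50% at 20 µM, limit read from the data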;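 further: plate controls were DMSO wells with enzyme for no effect and wells lacking enzyme for full effect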
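Times: enzyme reaction 45 min at room temperature, colour 5 min, stabilisation 30 min. Material: SCP-1 catalytic fragment, aa 76-261. Medium: Acidic Tris acetate buffer with magnesium and detergent. Signal: colorimetric free-phosphate detection, absorbance 630 nm. Read-out basis: % inhibition of SCP-1 phosphate liberation. Reagent: Phosphorylated 17-residue peptide substrate.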
STEP block = STEP phosphatase inhibitors, primary screen, biochemical, fluorescence intensity, uHTS; recombinant STEP, OMFP fluorogenic substrate; inhibition, % at 20 µM; 0.25% of 360,000 active;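 active means inhibition at 20 µM, scaled per plate between control wells, above about 37%, limit read from the data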;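 further: 0% = DMSO with enzyme and substrate and 100% = substrate only without enzyme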
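Assay system: isolated STEP enzyme / Timing: 20 min at room temperature, dark / Doses: 20 µM, 1% DMSO / Technique: fluorescence intensity, excitation 480 nm, emission 540 nm / Reagent: fluorogenic phosphatase substrate OMFP at 25 µM final / Measure: percent inhibition scaled to no-enzyme and uninhibited-enzyme controls, plate-pattern corrected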
Tb MetRS inh = T. brucei MetRS inhibitors, primary screen, biochemical, luminescence. methionyl-tRNA synthetase (Trypanosoma brucei brucei). purified T. brucei MetRS, ATP depletion, Kinase-Glo luminescence. inhibition, % at 11.9 µM. 0.4% of 360,000 active. AID 624268, 2012;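 active means inhibition above a per-plate cutoff of the control wells' mean inhibition plus 3 SD, cut at about 5.5% in these data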;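 further: 0% = DMSO wells median and 100% = median of wells with control inhibitor compound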
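Dosing: 11.9 µM compound single dose, 0.9% DMSO; Assay system: purified T. brucei MetRS enzyme; Measured by: Kinase-Glo luciferase luminescence reporting remaining unconsumed ATP; Schedule: 15 min plus 2 h at 25 °C.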
DNMT1 block = human DNMT1 methyltransferase inhibitors, primary screen, biochemical, molecular beacon, fluorescence, HinP1I cleavage, uHTS. DNA (cytosine-5)-methyltransferase 1 (Homo sapiens), P26358. AID 588458, 2011. inhibition (reported as % activation of signal), % at 10 µM. 0.83% of 360,000 active; in the data active means inhibition above about 50%
Target sequence (P26358 504-1616 limits assumed): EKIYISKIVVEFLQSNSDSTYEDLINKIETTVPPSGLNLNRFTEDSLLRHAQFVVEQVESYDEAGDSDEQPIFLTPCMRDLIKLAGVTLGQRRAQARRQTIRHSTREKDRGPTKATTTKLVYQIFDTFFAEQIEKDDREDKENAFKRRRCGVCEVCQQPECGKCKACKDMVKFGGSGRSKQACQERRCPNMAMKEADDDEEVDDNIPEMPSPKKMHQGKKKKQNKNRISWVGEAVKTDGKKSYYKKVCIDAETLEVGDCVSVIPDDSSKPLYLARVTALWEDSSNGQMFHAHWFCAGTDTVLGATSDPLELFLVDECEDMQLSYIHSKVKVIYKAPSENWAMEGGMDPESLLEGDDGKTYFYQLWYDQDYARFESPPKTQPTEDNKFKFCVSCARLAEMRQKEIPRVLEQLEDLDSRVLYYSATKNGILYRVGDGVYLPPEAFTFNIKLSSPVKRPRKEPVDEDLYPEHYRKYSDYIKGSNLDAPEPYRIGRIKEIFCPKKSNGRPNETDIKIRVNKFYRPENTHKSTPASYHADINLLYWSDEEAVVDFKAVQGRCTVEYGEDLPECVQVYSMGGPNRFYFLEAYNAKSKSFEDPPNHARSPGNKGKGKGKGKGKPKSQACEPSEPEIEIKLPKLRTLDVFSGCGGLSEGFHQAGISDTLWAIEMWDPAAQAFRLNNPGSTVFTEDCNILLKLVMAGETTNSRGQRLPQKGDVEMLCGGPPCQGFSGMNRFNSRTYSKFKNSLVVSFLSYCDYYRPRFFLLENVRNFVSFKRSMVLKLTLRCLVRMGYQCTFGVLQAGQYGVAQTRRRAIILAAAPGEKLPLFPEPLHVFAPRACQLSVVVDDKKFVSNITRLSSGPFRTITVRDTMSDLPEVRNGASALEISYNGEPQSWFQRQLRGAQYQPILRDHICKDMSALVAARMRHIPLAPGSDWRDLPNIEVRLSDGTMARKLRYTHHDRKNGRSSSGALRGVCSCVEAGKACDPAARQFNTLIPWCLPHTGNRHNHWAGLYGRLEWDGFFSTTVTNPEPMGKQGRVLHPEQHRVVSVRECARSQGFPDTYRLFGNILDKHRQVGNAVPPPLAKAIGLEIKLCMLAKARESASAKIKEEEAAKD
* = called active by the depositor; i = inactive; · = not tested or not shown.

#1 COc1ccc(-c2csc(NC(=S)NC(=O)c3cccs3)n2)cc1Br
#2 O=C(NCCC1=CCCCC1)C(=O)NCC(c1ccco1)N1CCN(c2ccccc2F)CC1 (stereo not drawn)
#3 COC(=O)c1ccc(NS(=O)(=O)NC(=O)c2cn(C)c3ccccc23)cc1
#4 CCOC(=O)C(=O)/C(=C\N(C)C)c1onc(-c2c(F)cccc2Cl)c1C(=O)OC
#5 CN(/C(=N\S(=O)(=O)c1ccccc1)c1ccccc1)c1ccc(O)cc1
#6 Cc1cc([N+](=O)[O-])nn1CCCC(=O)Nc1cc(Oc2ccc(F)cc2)cc([N+](=O)[O-])c1
#7 c1ccc2c(N3CCCCCC3)nc(-c3ccncc3)nc2c1
#8 CN(C)S(=O)(=O)c1cccc(-c2nn(-c3ccccc3)cc2/C=C(\C#N)c2nc3ccccc3[nH]2)c1

assay / entry	1	2	3	4	5	6	7	8
Rpn11 block	i	i	i	i	i	i	i	i
CSN inh	1	-1	2	-1	0	1	1	28
LMPTP inh	1.7	1.2	-1.2	-1.5	-1.1	1.5	18	0.6
NadD inh	25*	-5	4	6	-5	-14	0	37*
SUMO1 PPI mod	-1	-1	2	-1	2	-15	2	-4
MsrA inh	0.1	-0.2	0.0	0.9	0.8	0.8	0.9	-0.4
Scp1 inh	-13	-2	-7	-12	-6	-17	4	-2
STEP block	-1	3	1	2	-1	-3	4	0
Tb MetRS inh	-0.1	0.2	0.3	-0.1	0.3	0.0	-0.1	0.6
DNMT1 block	-3	7	-2	-1	-6	-13	0	-5

#9 CSCC[C@H](NC(=O)C1CCN(S(=O)(=O)c2ccc(C)cc2C)CC1)c1nc2ccccc2[nH]1
#10 N#C/C=C(/c1ccc(F)cc1)N1CCOCC1
#11 COc1ccc(C(c2oc(CO)cc(=O)c2O)c2oc(CO)cc(=O)c2O)cc1OC
#12 CCOC(=O)c1nnc(-c2ccc(C)cc2)nc1Sc1cccc(Cl)c1
#13 Cc1ccc(NC(=O)CCS(=O)(=O)c2ccc3c(c2)NC(=O)C(C)S3)nc1 (stereo not drawn)
#14 CC(=O)OC[C@H]1O[C@@H](Sc2cccc3cccnc23)[C@H](OC(C)=O)[C@@H](OC(C)=O)[C@@H]1OC(C)=O
#15 O=C(COc1ccc(S(=O)(=O)N2CCOCC2)cc1)NCc1ccccc1
#16 COC(=O)c1ccc(NC(=O)CN2CCN(c3ccccc3)CC2)cc1

assay / entry	9	10	11	12	13	14	15	16
Rpn11 block	i	i	i	i	i	i	i	i
CSN inh	5	0	-10	2	3	-2	-1	-4
LMPTP inh	1.2	-1.3	-0.8	0.7	-1.0	0.6	-1.8	0.1
NadD inh	10	-7	-1	1	-5	2	1	-8
SUMO1 PPI mod	2	0	-3	-7	7	-8	-1	6
MsrA inh	2.3	-0.5	0.9	-0.8	1.1	-0.2	0.1	-0.3
Scp1 inh	2	-1	-4	0	-2	-2	-2	-5
STEP block	2	-5	2	-2	5	1	0	2
Tb MetRS inh	-0.4	0.1	0.4	-0.9	-0.3	-1.6	-0.4	-0.8
DNMT1 block	-8	0	1	16	1	-3	-1	-3

#17 Cc1oc(-c2cccc(Cl)c2)nc1CN1CCC(C(=O)NCC2CCCO2)CC1 (stereo not drawn)
#18 Cc1ccc(C(=O)NCCCc2ccccc2)c(C)c1
#19 CC(=O)Nc1ccc(S(=O)(=O)NNC(=O)CCc2ccccc2)cc1
#20 C=C1C(=O)OC2C1C(OC(=O)C(C)=CC)CC(=C)C1C(O)C3OC3(C)C21O (stereo not drawn)
#21 CN1CCN(C(=O)/C(=C/c2cccs2)NC(=O)c2ccco2)CC1
#22 O=C(CSc1n[nH]c(C2CCCC2)n1)NC1CCCC1
#23 CC1(C(=O)NS(=O)(=O)c2ccc(F)cc2F)CCN1C(=O)CC1CC1 (stereo not drawn)
#24 CC1(C)Cc2c(sc3ncnc(N)c23)CO1

assay / entry	17	18	19	20	21	22	23	24
Rpn11 block	i	i	i	i	i	i	i	i
CSN inh	-4	-4	0	-5	-16	4	3	4
LMPTP inh	0.2	-0.5	-1.6	-1.7	-1.0	1.0	-2.8	0.4
NadD inh	-2	-6	1	-2	0	-4	-4	3
SUMO1 PPI mod	3	0	0	-2	-2	-2	-4	4
MsrA inh	1.1	0.6	-1.3	-0.4	1.2	-0.7	1.1	1.0
Scp1 inh	41	-8	-6	10	3	64*	·	0
STEP block	2	4	-4	-2	-2	-4	2	1
Tb MetRS inh	-0.3	-0.1	-0.8	-0.4	-0.5	-0.2	0.0	-0.1
DNMT1 block	1	-2	2	5	-1	1	5	1

Part of the list above in order of SMILES length, largest number first:
#23 CC1(C(=O)NS(=O)(=O)c2ccc(F)cc2F)CCN1C(=O)CC1CC1 (stereo not drawn)
#19 CC(=O)Nc1ccc(S(=O)(=O)NNC(=O)CCc2ccccc2)cc1
#22 O=C(CSc1n[nH]c(C2CCCC2)n1)NC1CCCC1

assay / entry	23	19	22
Rpn11 block	i	i	i
CSN inh	3	0	4
LMPTP inh	-2.8	-1.6	1.0
NadD inh	-4	1	-4
SUMO1 PPI mod	-4	0	-2
MsrA inh	1.1	-1.3	-0.7
Scp1 inh	·	-6	64*
STEP block	2	-4	-4
Tb MetRS inh	0.0	-0.8	-0.2
DNMT1 block	5	2	1

(further entries)
#25 CC(C)(O)CN(C(=O)c1ccccc1)C1CCCCC1
#26 C=CCNC1=C(Cl)C(=O)c2ccccc2C1=O
#27 COc1cccc(-c2ccc(SCc3ccccn3)nn2)c1
#28 O=C(O)CCNC(=O)/C(=C\c1ccco1)NC(=O)c1ccco1
#29 Cc1sc2ncnc(NCC(c3ccco3)N3CCCC3)c2c1C (stereo not drawn)
#30 COc1ccc(-c2coc3cc(OC(C)=O)c(OC)cc3c2=O)cc1
#31 COCCn1c(C)cc(/C=C2/SC(=O)N(C(C)C(=O)OC)C2=O)c1C (stereo not drawn)
#32 Cn1c(CNC(=O)CNC(=O)c2cccc(Cl)c2)cc(=O)n(C)c1=O

assay / entry	25	26	27	28	29	30	31	32
Rpn11 block	i	i	i	i	i	i	i	i
CSN inh	-3	5	1	3	-2	4	3	5
LMPTP inh	0.2	-0.1	-0.2	-0.9	0.6	-0.6	0.7	0.1
NadD inh	1	0	-2	-1	-4	1	-2	-3
SUMO1 PPI mod	0	-17	2	-2	2	2	-14	1
MsrA inh	-0.9	0.3	-1.2	1.0	0.6	1.3	2.3	-0.6
Scp1 inh	-3	-34	4	-12	-4	-1	-23	-8
STEP block	1	0	0	0	-3	1	-2	-2
Tb MetRS inh	-0.4	-0.1	-0.5	-0.6	-0.1	-1.4	-0.1	0.4
DNMT1 block	4	-14	0	0	0	0	-3	4

#33 O=C(Nc1cccc(F)c1)c1ccc2c(c1)OCCO2
#34 O=C(NCCCN1CCN(c2cccc(Cl)c2)CC1)c1ccc(N2CCCC2=O)cc1
#35 Cc1ccc(/C=C/S(=O)(=O)NCC(=O)OCC(=O)NCc2ccccc2)cc1
#36 Cc1cc(C)n(-c2ccc(C(=O)OCC(=O)c3ccc(Br)s3)cc2)n1
#37 Cc1ccc(/C=N/NC(=O)CCCOc2ccc(Cl)cc2Cl)cc1
#38 CC(C)=CCC/C(C)=C/CNC(=O)C[C@H]1C[C@H](C(=O)N(C(C)C)C(C)C)[C@@]2(C)c3[nH]c4cc(-c5ccco5)ccc4c3CCN2C1=O
#39 CC(C)(C)OC(=O)N(CCc1ccccc1)Cc1cccc(OCc2cccc(NC(=O)C3CCCC3)c2)c1
#40 CN(C)c1ccc(-c2nc3ccccc3c(=O)[nH]2)cc1
#41 COc1ccc(C)cc1N/C(N)=N/c1nc(C)cc(C)n1

assay / entry	33	34	35	36	37	38	39	40	41
Rpn11 block	i	i	i	i	i	i	i	i	i
CSN inh	5	0	-3	3	-10	16	-2	-6	5
LMPTP inh	-0.2	-0.5	-0.5	5.2	3.2	4.5	3.5	0.2	3.9
NadD inh	-1	-1	-5	12	-10	33*	-6	1	-4
SUMO1 PPI mod	2	2	-3	-8	-2	4	2	-6	1
MsrA inh	-0.5	-0.2	1.2	0.1	0.0	0.9	0.0	6.0*	0.7
Scp1 inh	-5	2	-7	-3	-10	-7	-8	13	7
STEP block	-4	2	0	-1	-3	2	4	0	-5
Tb MetRS inh	0.3	-0.4	0.2	0.6	2.5	-1.2	0.0	-1.3	-0.5
DNMT1 block	1	-2	-1	17	-2	-20	-3	2	-1
